SW480 rereplic = inducers of DNA re-replication in SW480 colon cancer cells | SW480 DNA re-replication, Hoechst DNA content imaging, 48 h | Potency, µM (doses to about 46.1 µM), for inactives: at the top dose re-replication activation, usual class: activators | 340,000 compounds, 1.8% hits | AID 624297; further: potency means the concentration at half of the fitted maximal effect; % of control where 0% means no effect; nearly all actives have a fitted effect of over 55% in size
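Hoechst fluorescence of nuclei (405 nm excitation, 500-530 nm emission) measured by plate-scanning imager after 48 hr compound exposure at 37 C; re-replication scored as increased number of nuclei with elevated intensity.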
KB-V1 cytotox = KB-V1 MDR subline cytotoxicity | KB-V1 MDR cells viability, CellTiter-Glo, 72 h | Potency, µM (series often up to 46.1 µM), without a hit: top-dose activity change, negative = cytotoxicity, hits mostly cytotoxic | 400,000 compounds, 3.4% hits | AID 1347076; further: potency means the concentration at half of the fitted maximal effect; on the % scale 0 is the no-effect control and ±100 the full control effect; nearly all actives have a fitted effect of over 60% in size
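qHTS viability screen in drug-selected KB-V1 MDR cells: 72 h compound treatment at 37 degrees C, ATP luminescence end point.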
MCF10A rereplic = inducers of DNA re-replication in MCF 10A breast cells. MCF 10A DNA re-replication, Hoechst nuclear intensity, 48 h. Potency, µM (series often up to 46.1 µM), for inactives: top-dose activity, positive = re-replication, most hits filed as activators. 350,000 compounds, 2.9% hits; further: potency means the concentration at half of the fitted maximal effect; % of control where 0% means no effect; nearly all actives have a fitted effect of over 50% in size
KB-3-1 cytotox = kills parental KB-3-1 adenocarcinoma cells; Potency, µM (top dose mostly 46.1 µM), for the others: at the highest dose activity change, negative = cytotoxic, actives largely listed as cytotoxic; KB-3-1 viability, CellTiter-Glo ATP luminescence, 72 h; AID 1347075; 400,000 compounds, 1.4% hits; further: potency means the concentration at half of the fitted maximal effect; on the % scale 0 is the no-effect control and ±100 the full control effect; nearly all actives have a fitted effect of over 60% in size
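Viability of parental KB-3-1 cells, measured by CellTiter-Glo luminescence, followed a 72 h incubation at 37 °C with pinned compounds in phenol-red-free DMEM containing 10% FBS.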
HT1080 IDH1KD tx = kills HT-1080 cells with IDH1 knockdown; HT-1080 IDH1 knockdown viability, ATP luminescence, 48 h; AID 686971; 360,000 compounds, 2% hits; Potency, µM (doses to about 46.1 µM), inactives show top-dose activity, negative = toxicity, usual class: cytotoxic;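 further: potency means the concentration at half of the fitted maximal effect; 0% = DMSO wells and -100% = cell-free medium wells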
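Knockdown cells (IDH1KD HT-1080) received compounds 2 h after plating at 750 cells/well and were kept 48 h at 37 °C in 5% FBS RPMI. A CellTiter-Glo luminescence read gave % activity for curve fitting.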
IL-1B inflam inh = inflammasome signaling inhibition, IL-1 beta readout | THP-1 LPS/ATP IL-1B secretion, AlphaLISA, 16 h; stronger effect = lower value | 360,000 compounds, 4.7% hits | activity change, % at 57.5 µM; in the data active means activity change below about -50%; inconclusive means mostly about -30% to -49%; further: on the % scale 0 is the no-effect control and ±100 the full control effect
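THP-1 cells pretreated 1 hr with compounds (up to 57.5 uM final), then stimulated with LPS (250 ng/mL final) plus ATP (1.25 mM final); secreted IL-1B measured by AlphaLISA after 16 hr, decreased signal indicating inhibition.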
ATXN2 expr inh = reduces ATXN2 reporter expression in HEK-293 cells. AID 1745845. 360,000 compounds, 0.72% hits. HEK-293 ATXN2-luciferase reporter, luminescence, 24 h. Potency, µM (titrated, usually from 57 µM), inactives show at the top dose activity change, negative = inhibition, most hits filed as inhibitors; further: potency means the concentration at half of the fitted maximal effect; on the % scale 0 is the no-effect control and ±100 the full control effect; nearly all actives have a fitted effect of over 55% in size
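qHTS (up to 57 uM final) was run with 24 h compound exposure of reporter cells at 37 °C. Each well was multiplexed: SteadyGlo luminescence measured ATXN2-luciferase expression after a fluorogenic Gly-Phe-AFC viability readout (25 uM final).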
WRN helicase inh = WRN helicase (human) inhibition | Potency, µM (top dose mostly 114 µM), for the others: at the top dose activity change, negative = inhibition, actives largely listed as inhibitors | 360,000 compounds, 0.46% hits | AID 651768 | WRN helicase unwinding, fluorescent forked duplex, kinetic | Q14191; further: potency means the concentration at half of the fitted maximal effect; on the % scale 0 is the no-effect control and ±100 the full control effect; nearly all actives have a fitted effect of over 55% in size
Target sequence (Q14191 whole entry, looked up): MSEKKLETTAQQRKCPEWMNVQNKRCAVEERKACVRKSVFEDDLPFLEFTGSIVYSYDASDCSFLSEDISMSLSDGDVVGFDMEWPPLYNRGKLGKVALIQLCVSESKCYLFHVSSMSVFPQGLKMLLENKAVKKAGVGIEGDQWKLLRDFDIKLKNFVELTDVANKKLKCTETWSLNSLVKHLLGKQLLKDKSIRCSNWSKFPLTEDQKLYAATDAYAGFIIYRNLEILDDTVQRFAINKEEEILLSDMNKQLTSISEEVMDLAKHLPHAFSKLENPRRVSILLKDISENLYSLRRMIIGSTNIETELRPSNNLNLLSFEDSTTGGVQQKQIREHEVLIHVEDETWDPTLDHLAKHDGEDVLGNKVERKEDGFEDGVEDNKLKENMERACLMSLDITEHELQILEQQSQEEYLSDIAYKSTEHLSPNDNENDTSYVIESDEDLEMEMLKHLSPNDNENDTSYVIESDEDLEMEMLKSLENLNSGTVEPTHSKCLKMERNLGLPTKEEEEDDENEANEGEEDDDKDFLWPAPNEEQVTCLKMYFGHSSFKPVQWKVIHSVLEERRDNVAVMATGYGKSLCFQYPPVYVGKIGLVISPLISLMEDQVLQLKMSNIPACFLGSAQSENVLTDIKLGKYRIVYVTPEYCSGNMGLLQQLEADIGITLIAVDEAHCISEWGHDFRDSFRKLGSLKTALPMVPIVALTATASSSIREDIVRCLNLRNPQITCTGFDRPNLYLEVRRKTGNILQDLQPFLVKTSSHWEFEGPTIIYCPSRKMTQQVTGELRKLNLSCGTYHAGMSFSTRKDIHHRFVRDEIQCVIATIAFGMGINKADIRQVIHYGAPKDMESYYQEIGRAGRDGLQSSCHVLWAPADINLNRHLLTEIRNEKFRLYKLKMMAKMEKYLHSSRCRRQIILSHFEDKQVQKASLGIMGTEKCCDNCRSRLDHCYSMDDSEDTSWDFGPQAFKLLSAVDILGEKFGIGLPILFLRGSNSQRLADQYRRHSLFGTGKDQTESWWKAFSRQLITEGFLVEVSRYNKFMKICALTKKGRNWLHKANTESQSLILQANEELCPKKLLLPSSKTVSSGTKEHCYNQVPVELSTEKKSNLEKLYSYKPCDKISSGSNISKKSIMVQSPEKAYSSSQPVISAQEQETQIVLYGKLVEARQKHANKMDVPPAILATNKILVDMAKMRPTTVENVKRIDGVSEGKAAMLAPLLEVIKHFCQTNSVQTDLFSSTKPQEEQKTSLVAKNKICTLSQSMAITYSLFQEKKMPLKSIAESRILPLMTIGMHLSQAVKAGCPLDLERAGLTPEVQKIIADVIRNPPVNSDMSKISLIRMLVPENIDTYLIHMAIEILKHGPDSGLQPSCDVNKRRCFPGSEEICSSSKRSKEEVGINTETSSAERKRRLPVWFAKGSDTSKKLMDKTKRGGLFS
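Kinetic fluorescence helicase assay: unwinding of a quenched forked DNA duplex (100 nM final) with 2 mM ATP final raises red fluorescence (525/598 nm). Compounds sat 15 min at room temperature with 20 nM WRN beforehand.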
HT1080-NT tox = kills 2HG-producing HT-1080-NT fibrosarcoma cells. HT-1080-NT fibrosarcoma viability, CellTiter-Glo ATP luminescence, 48 h. Potency, µM (doses to about 46.1 µM), without a hit: at the top dose activity, negative = less viability, usual class: cytotoxic. 360,000 compounds, 1.6% hits;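 further: NT is the 2HG producing partner of a matched IDH1 knockdown line; potency means the concentration at half of the fitted maximal effect; 0% = DMSO-treated cells and -100% = media-only wells without cells; nearly all actives have a fitted effect of over 55% in size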
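Read-out is CellTiter-Glo luminescence after 10 minutes at room temperature, following 48 hours' compound treatment of HT-1080-NT cells (750 cells/well, RPMI, 5% FBS, 37 degrees C).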
Numbers without * were called inactive; ? = inconclusive; . = no result given; & = joins results of further samples; [ ] = another dose, or the depositor's remark. Unless noted, the call rests on the fitted dose curve; in most records, active means well fitted curve in the direction sought with a large enough effect; inconclusive means small, poorly fitted or top-dose-only effect, or another doubt; inactive means no such curve, though single readings can be large; an effect the other way counts as inactive or inconclusive.

Values run as follows: SW480 rereplic	KB-V1 cytotox	MCF10A rereplic	KB-3-1 cytotox	HT1080 IDH1KD tx	IL-1B inflam inh	ATXN2 expr inh	WRN helicase inh	HT1080-NT tox
Cc1cc(C)nc(SCC(=O)N/N=C/c2cccn2-c2cccc(C(F)(F)F)c2)n1
→ 5%	0%	6%	-4%	-2%	-11	3%	-11%	-5%
Cc1c(C(=O)NCc2ccc3c(c2)OCO3)oc2ccc(S(=O)(=O)N3CCCC3)cc12
→ -2%	0%	1%	11%	-17%	-8	-23%	-4%	?
O=C(CN1CCCCCCC1)N/N=C/c1ccc(F)cc1F
→ 0%	-18%	-1%	3%	-5%	-1	2%	-6%	-2%
CC(C)C(=O)Nc1ccc(-c2nc3cccnc3o2)cc1
→ -14%	?	?	20%	9%	-18	-38%	-3%	-1%
Cc1ccccc1NS(=O)(=O)c1nnc(NC(=O)c2ccccc2C)s1
→ 4%	?	6%	11%&1%	-6%	15	10%	-11%	-2%
CCCCC(=O)NC(=S)Nc1c(C)cc(Br)cc1C
→ -702%[inhibitor]	19%	11%	-2%	1%	31	.	2%	1%
COc1cnc(-c2ccccn2)nc1Sc1ccc(F)cc1
→ -37%[inhibitor]	0%	2%	-6%	-25%	1	0%	-10%	21µM*
CC1CCCN(S(=O)(=O)c2ccc(S(=O)(=O)N3CCCN(Cc4ccccc4)C3)cc2)C1 (configuration not stated)
→ -10%	?	16%	3%	16%	-3	-12%	3%	-3%
COc1ccc(C2=NOC(Cn3c(Cc4ccc(Cl)cc4)nc4c3c(=O)n(C)c(=O)n4C)C2)cc1 (configuration not stated)
→ 18%	?	3%	-5%	-10%	-29	-7%	0%	3%
CC(C)n1c(NCc2ccccc2O)nc2ccccc21
→ 3%	4%	-1%	-5%	-7%	-16	0%	-8%	1%
CCn1nc(C(=O)NCC(c2cccs2)N2CCOCC2)c2ccccc2c1=O (configuration not stated)
→ 2%	?	19%	?	-3%	37	17%	-7%	-3%
Cc1cc(C)nc(N/N=C/c2cccc([N+](=O)[O-])c2)n1
→ -3%	-8%	-2%	15%	20%	7	-5%	5%	13%
CC(=O)C1=CCC(c2ccc(C)cc2)N(S(=O)(=O)c2ccc(C)cc2)C1 (configuration not stated)
→ .	?	.	-4%	-15%	25	3%	4%	-19%
CCN(CC(=O)Nc1ccccc1C(F)(F)F)C(=O)c1oc2ccc(OC)cc2c1C
→ -44%	-9%	18%	0%	3%	-3	53%[activator]	-3%	-5%
COCCN(CCOC)C(=O)COC(=O)c1ccc(Cl)c(S(=O)(=O)N(C)c2ccccc2)c1
→ ?	?	?	-9%	-6%	33	24%	-4%	-3%
O=C(NCC1CCCO1)c1csc2c1CCCC2 (configuration not stated)
→ -7%	7%	1%	7%	6%[9.24 µM]	5	16%	-3%[57.1 µM]	7%
COc1ccc2cc(CCNC(=O)c3cccc([N+](=O)[O-])c3)c(=O)[nH]c2c1
→ -10%	?	13%	13%	0%	0	-18%	-6%	6%
CCOCCCNc1ncc2c(n1)CC(c1ccc(C)cc1)CC2=O (configuration not stated)
→ 0%	-21%	-14%	-3%	-5%	-9	-16%	-6%	-1%
CCn1c(Cc2ccccc2)nnc1SCC(=O)Nc1nccs1
→ 6%	3%	-9%	-5%	23%	-20	8%	2%	-8%
COC(=O)c1sc(N2C(=O)c3oc4ccccc4c(=O)c3C2c2cccs2)nc1C (configuration not stated)
→ 4%	?	?	18µM*	9%	-7	-18%	-30%	7%
CCCCC(=O)N1CCN(c2nc3ccc(OCC)cc3s2)CC1
→ -3%	-5%	10%	-14%	1%	8	.	-3%	0%
O=[N+]([O-])c1cc([N+](=O)[O-])c2cccnc2c1Oc1ccccc1O
→ -4%	?	?	-28%	-2%	26	-2%	?	-17%
O=C(NCCN1CCOCC1)C1CCC(CNS(=O)(=O)c2ccccc2)CC1 (configuration not stated)
→ -9%	5%	1%	3%	6%	7	2%	-26%[57.1 µM]	13%
Cc1ccc(C(=O)N2CCOCC2)cc1[N+](=O)[O-]
→ -6%	?	-1%	11%	15%	25	2%	-23%[57.1 µM]	14%
CCN(CC)C(=O)c1sc2nc(-c3ccncc3)[nH]c(=O)c2c1C
→ -14%	-23%	5%	3%	-9%	11	1%	8%	0%
CC1=NC(=O)C(N=Nc2ccccc2C(=O)O)N1c1ccccc1 (configuration not stated)
→ 2%	-5%	3%	-16%	0%	36	-7%[11.3 µM]	?	-21%
CC1=NNC(=O)C1CCC(=O)N/N=C\c1ccccc1[N+](=O)[O-] (configuration not stated)
→ -1%	2%	3%	23%	2%	12	24%	-6%	0%
C/C(N)=C(/C#N)C(=O)COC(=O)CSc1ccccc1
→ 6%	-3%	1%	-5%	10%	10	-3%	-10%	0%
CCOc1ccc(C(=O)OCC(=O)NCc2ccccc2)cc1OCC
→ -5%	-6%	4%	-1%	2%	2	3%	-10%	8%
CC(C)Oc1ccc(C(=O)CCN2CCOCC2)cc1
→ ?	?	?	8%	-10%	1	?	-11%	-22%
Cc1ccccc1-c1nc(CN2CCSCC2)c(C)o1
→ -2%	?	2%	7%	-2%	-3	2%	17%	-8%
CC(=O)NC1=NC(=O)/C(=C/N2CCCCC2)S1
→ -2%	-11%	-2%	-9%	3%	-18	3%	9%	6%
CC(C)C[C@@H](CN1CCCC1CN1C(=S)NC[C@@H]1Cc1ccccc1)N1C[C@H](Cc2ccccc2)N(CC2CCCCC2)C1=S (some centres not stated)
→ .	?	.	-20%	-2%	0	?	4%	-11%
CN(C)c1cccc(NC2=CC(=[N+]3CCOCC3)CC(C)(C)C2)c1
→ -1%	13%	0%	-6%	2%	0	-32%	-8%	-1%
CCCCOC(=O)c1ccc(NC(c2ccc(C)cc2)P(=O)(OC)OC)cc1 (configuration not stated)
→ 0%	-7%	?	0%	-7%	?	-7%	-6%	-14%
Nc1ccccc1SCC(=O)Nc1nc(-c2ccccc2)cs1
→ 1%	?	?	4.1µM*	?	-29	13%	-3%	-8%
CC1CCN(c2nc3ccc(C(=O)N4CCN(Cc5ccc6c(c5)OCO6)CC4)cc3s2)CC1
→ -13%	-24%	23%	?	-2%	8	23%	10%	0%
CN(C(=O)COc1ccc2c(-c3ccccc3)cc(=O)oc2c1)C1CCS(=O)(=O)C1 (configuration not stated)
→ 13µM*	22%	?	5%	5%	-9	-15%	-3%	-1%
COc1ccc(-n2c(C)cc(C(=O)CSc3nn4c(=O)c(C(C)(C)C)nnc4s3)c2C)cc1
→ -5%	?	-3%	-6%	-3%	24	-6%	5%	-8%
Nc1c(C(=O)N/N=C/c2ccc(Cl)cc2)cnn1-c1ccccc1
→ -3%[9.22 µM]	11%	8%	25%	?	-2	12%	-24%	-30%
CC(N)c1csc(Nc2nncc3ccccc23)n1 (configuration not stated)
→ .	2%	.	0%	18µM*	-70*	?	12%	?
NC(=O)CSc1nnc(-c2cccc(S(=O)(=O)N3CCCCC3)c2)o1
→ 0%	-22%	5%	19%	5%	-9	.	-9%	0%
CC1CC(C)CN(C(=O)CSc2nnc(-c3ccc(Cl)s3)o2)C1 (configuration not stated)
→ -2%	-22%	-1%	-4%	-5%	-13	-25%	-1%	-3%
COc1ccccc1NC(=O)Cc1noc(CSc2cccc[n+]2[O-])n1
→ 1%	-15%	1%	-15%	20%	0	1%	-4%	16%
O=C(O)CCC(=O)Nc1ccc(N2CCCCC2)c(C(=O)O)c1
→ 0%	10%	1%	-3%	-13%	6	1%	2%	-2%
CCOC(=O)C1CCCN(CCC(=O)Nc2ccc(C)cc2)C1 (configuration not stated)
→ -16%	0%	0%	-1%	23%	-18	4%	3%	16%
CC(C)(C)NC(=O)Cn1nnc(-c2cccs2)n1
→ -9%	-13%	6%	12%	2%[9.24 µM]	6	23%	-3%	7%
CN(C)CCNC(=O)c1cc2ccccc2oc1=O
→ -5%	-8%	6%	14%	5%[9.24 µM]	8	2%	7%	0%
O=[N+]([O-])c1nn(-c2ccccc2)n(O)c1=NCc1ccc2c(c1)OCO2
→ 4%	0%	27%	13%	-8%[9.24 µM]	-5	34%	-5%[57.1 µM]	0%
CC1=CC2=NC(=O)/C(=C\c3cccn3CCOc3cccc(C)c3)C(=N)N2O1
→ 5%	0%	?	18%	-30%	-56*	-11%	-7%	-4%
COc1ccccc1-n1c(SCC(=O)N2CCCCC2)nnc1-c1ccccc1O
→ -2%	2%	9%	15%	6%[9.24 µM]	1	6%	-2%[57.1 µM]	3%
Cc1csc(NC(=O)c2ccc(Br)s2)n1
→ ?	0%	6%	3%	-2%	-17	22%	-2%	-10%
CCOc1ccc(NC(=S)NCC(c2cccnc2)N2CCOCC2)cc1 (configuration not stated)
→ 3%	-6%	5%	-5%	7%	24	-1%	12%	8%

Compound activity as filed in PubChem.
